Rin1-Abl PPI inh: human Rin1-Abl interaction inhibition; P00519+Q13671; TR-FRET Rin1/Abl binding, biochemical; inhibition, % at 7.35 µM; 0.4% of 360,000 active; in the data active means inhibition above about 5%, passing the limit was not always enough
E coli Lon inh: inhibitors of E. coli Lon protease; purified E. coli Lon protease, fluorescence polarization; inhibition, % at 7.94 µM; 0.42% of 360,000 active; AID 602123; in the data active means inhibition above about 13%, passing the limit was not always enough;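 further: 0% = enzyme with probe and DMSO and 100% = no enzyme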
Target sequence (P0A9M0 whole entry, looked up): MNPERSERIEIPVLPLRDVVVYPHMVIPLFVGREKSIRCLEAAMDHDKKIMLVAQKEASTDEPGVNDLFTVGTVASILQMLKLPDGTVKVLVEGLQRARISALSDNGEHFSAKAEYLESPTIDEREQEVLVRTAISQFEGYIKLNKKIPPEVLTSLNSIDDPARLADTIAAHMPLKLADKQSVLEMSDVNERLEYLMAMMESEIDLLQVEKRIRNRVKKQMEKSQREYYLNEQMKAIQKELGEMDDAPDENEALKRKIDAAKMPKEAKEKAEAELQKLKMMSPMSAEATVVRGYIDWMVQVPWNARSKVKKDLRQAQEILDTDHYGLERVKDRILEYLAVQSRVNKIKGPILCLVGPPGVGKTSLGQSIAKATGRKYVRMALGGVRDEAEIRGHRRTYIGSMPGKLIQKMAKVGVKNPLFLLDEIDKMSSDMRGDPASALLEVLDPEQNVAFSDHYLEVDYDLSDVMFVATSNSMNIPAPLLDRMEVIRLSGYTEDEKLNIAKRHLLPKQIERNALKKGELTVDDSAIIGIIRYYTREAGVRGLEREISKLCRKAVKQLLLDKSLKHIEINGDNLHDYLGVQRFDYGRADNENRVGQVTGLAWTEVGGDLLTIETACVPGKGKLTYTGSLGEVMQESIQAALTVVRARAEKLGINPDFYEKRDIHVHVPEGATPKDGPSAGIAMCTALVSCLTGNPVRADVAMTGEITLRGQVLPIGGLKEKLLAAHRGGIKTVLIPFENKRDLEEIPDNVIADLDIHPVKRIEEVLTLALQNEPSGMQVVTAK
NRP1-CendR mod: alters CendR peptide binding to human NRP-1; inhibition, % at 25 µM; O14786; 0.85% of 360,000 active; FAM-RPARPAR peptide binding to NRP-1, fluorescence polarization;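 active means inhibition or corrected inhibition above about 18%, plus a signal ratio from 0.5 to 1.5, limit read from the data, passing the limit was not always enough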; further: strong numbers were not always called active
MsrA inhibitor: inhibits bovine methionine sulfoxide reductase A. inhibition, % at 15.5 µM. 0.75% of 360,000 active. purified bovine MsrA, absorbance read-out; in the data active means inhibition above about 4.5%;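 further: 0% = vehicle wells with enzyme and 100% = reference inhibitor wells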
SKN-1 inh: inhibitors of C. elegans SKN-1 | C. elegans VP596 Pgst-4::GFP/RFP ratio, acrylamide-induced, 24 h | inhibition, % at 21.8 µM | 0.49% of 360,000 active;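 active means interference check ratio from 0.5 to 1.5 plus GFP to RFP signal ratio inhibition reaching or exceeding a fixed threshold, cut at about 30% in these data, passing the limit was not always enough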; further: some compounds called inactive have numbers as strong as hits
FAS-TE inh: FAS thioesterase (human) inhibition. recombinant FAS-TE, OMFH fluorogenic substrate, fluorescence endpoint. inhibition, % at 15 µM. 0.67% of 360,000 active. AID 602261;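 active means compounds whose normalised, plate-corrected inhibition of enzyme fluorescence in the single-dose primary screen is 50% or more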;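 further: 0% = DMSO with enzyme and 100% = substrate without enzyme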
MT1-MMP act inh: inhibitors of human MT1-MMP activation; P50281; HT1080 RFP-PRO-GFP cells, GFP/RFP ratio fluorescence, overnight; percent of plate control window, DMSO zero; GFP/RFP ratio change, % at 20 µM; 0.061% of 360,000 active; AID 651647;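 active means GFP/RFP ratio change of at least 30% with cell ATP level not reduced by more than half and red fluorescence within 50% of control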; further: strong numbers were not always called active
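Material: RFP-PRO-GFP reporter HT1080 cells. Dosing: single-point 20 µM compound, 1% DMSO. Controls: DMSO and RFP-L50D-GFP cell wells. Timing: cells overnight before dosing, compound overnight, 37 °C, 5% CO2. Measure: GFP/RFP fluorescence ratio.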
Neddyl block: blocks human cullin neddylation | P61081+Q13564 | TR-FRET cullin neddylation, biochemical | calls only at 25 µM | 0.58% of 360,000 active; in the data active means inhibition above about 36%
bovine MsrA act: activators of bovine methionine sulfoxide reductase A. 0.3% of 360,000 active. purified bovine MsrA, absorbance read-out. activation, % at 10.6 µM; in the data active means activation above about 7.5%;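 further: 0% = vehicle and 100% = reference activator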
Starred values were filed as active, the others as inactive; i = inactive; nt = no result given; + = active, no number.

SMILES	Rin1-Abl PPI inh	E coli Lon inh	NRP1-CendR mod	MsrA inhibitor	SKN-1 inh	FAS-TE inh	MT1-MMP act inh	Neddyl block	bovine MsrA act
NC(c1ccccc1)c1csc(NC(=O)Nc2ccc(OC(F)(F)F)cc2)n1 (centres undefined)	5	-2	1	0.9	-4	-8	-4	i	-2
CCc1nc(N)c(C#N)c(-c2ccco2)c1C	0	-7	-12	2.1	10	-7	0	i	-3
Cn1nc(C(=O)NCCCN2CCCCC2)c2c1-c1ccccc1S(=O)(=O)C2	3	11	7	nt	19	-4	-1	i	-4
O=C(OCCN1CCCCC1)c1ccccc1Br	2	5	13	-1.7	15	-5	-1	i	-1
CC(C)C[C@H](NS(=O)(=O)c1ccc(Br)cc1)C(=O)O	-1	-7	5	1.0	5	-6	-4	i	-3
COC(=O)C1CCN(S(=O)(=O)c2ccc(NC(C)=O)cc2)CC1	-1	6	-8	-0.6	-9	-5	0	i	-3
COc1ccc(C(=O)CSc2nc(N)nc(SC)c2C#N)cc1	-10	9	-1	-1.1	6	0	2	i	-3
O=C(Oc1ccccc1C(=O)N1CCOCC1)c1ccc(Br)cc1	-2	-2	0	-0.1	10	-8	5	i	-2
CC12CN3CC(C)(CN(C1)C3c1ccc(Cl)cc1Cl)C2=O (centres undefined)	0	4	-12	1.6	-4	-3	-1	i	-3
COc1cc(OC)cc(OC2(C)CCN(Cc3ccc(OC(C)C)cc3)C2)c1 (centres undefined)	-1	2	-5	-0.7	9	5	2	i	0
COc1cc(NC(=O)c2ccc([N+](=O)[O-])cc2)ccc1NC(=O)C(C)C	1	-10	-10	-1.3	3	5	5	i	-5
Cc1nnc(SCC(=O)Nc2ccc(Cl)cn2)[nH]c1=O	0	-3	2	-0.7	0	-2	1	i	-3
O=C(O)/C(=C/c1ccco1)NC(=O)c1ccc(Br)o1	0	0	-18	1.5	-4	-5	-4	i	-5
CCc1nc2sc3c(c2c(=O)o1)CCCC3	-6	6	0	0.8	-10	-5	-2	i	0
CN1CCN(CCNC(=O)c2cn(Cc3ccccc3F)nn2)CC1	-4	-4	-2	-0.3	-5	-8	-7	i	-10
Cc1cccc(C(=O)NC2CCN(C(=O)Nc3ccccc3C)CC2)c1	2	-1	0	0.0	3	-1	0	i	-4
CCSc1nc(=S)n(CC)c(C)c1C(C)=O	3	-8	2	0.7	7	-2	3	i	-3
CCCCCCCCN1C(=O)[C@H](CC(=O)NCc2ccc(OC)c(OC)c2)C[C@@]2(C(=O)OCC)CCC=C12	nt	nt	3	-1.5	-2	nt	3	i	nt
Cc1cc(C)nc(SCc2ccc(C(=O)N/N=C/c3cccnc3)cc2)n1	-3	2	-17	nt	-6	-6	0	i	1
CCc1noc(C)c1C(=O)OC(C)C(=O)Nc1ccccc1OC (centres undefined)	0	-7	1	0.4	2	-3	-1	i	0
COc1ccc(C2/C(=C(/O)c3ccc(C)cc3)C(=O)C(=O)N2C)cc1 (centres undefined)	0	4	-11	2.9	-22	-10	-4	i	-7
CCN(CC)c1ccc(/C=N/NC(=O)C2CC2)cc1	-1	6	17	5.8*	10	-6	-1	+	-5
CCN1C(=O)/C(=c2\sc3nc(=O)c(Cc4ccccc4)nn3c2=O)c2ccccc21	-3	9	-5	1.1	-9	-5	1	i	-9
COc1ccc(NC(=O)COc2ccc3c(C)cc(=O)oc3c2)cc1S(=O)(=O)N1CCCCC1	2	-6	12	0.1	3	-8	11	+	-1
CN(Cc1ccco1)C(=O)CN1C(=O)NC2(CCCCC2)C1=O	2	-2	-7	0.6	0	-6	0	i	3
COc1ccc(NC(=O)COC(=O)c2ccc([N+](=O)[O-])o2)cc1Cl	4	1	-6	-0.4	7	-4	4	i	0
CC(C)CN1C(=O)c2ccc(C(=O)Nc3c[nH]c(=O)[nH]c3=O)cc2C1=O	3	-1	9	0.6	-11	0	1	i	-1
O=C(O)COCC(=O)Nc1ccccc1-c1ccccc1	3	-1	-6	0.5	9	-3	5	i	-2
CCOc1cc(CNCCc2ccccc2)ccc1OCC(=O)NC(C)(C)C	1	0	4	0.7	4	-6	2	i	-2
O=C(Nc1cc(Cl)ccc1Oc1ccccc1)c1ccccc1F	-2	-3	9	0.3	19	35	-5	i	-3
COc1ccc([C@H]2C[C@@H](n3cc(C4CC4)nn3)[C@H](O)CN2Cc2cccs2)cc1	2	1	5	-0.3	9	-3	0	i	-1
O=S(=O)(NCc1ccccn1)c1ccccn1	4	-2	2	-0.2	-9	-9	4	i	-4
CCN(c1ccc(Cl)cc1)S(=O)(=O)c1nnc(NC(=O)C(C)C)s1	3	-8	3	-1.3	16	-3	6	i	-9
COc1ccc(NC(=O)COc2cccc3c2CCN(Cc2cccnc2)C3=O)cc1	0	4	5	0.7	3	-4	-2	i	-1
COc1ccc(-c2nc(CS(=O)CC(=O)N3CCN(C)CC3)c(C)o2)cc1OC (centres undefined)	-2	4	8	-0.6	9	-7	-1	i	0
Cc1[nH]c(=O)nc2c1CCC2	1	-2	6	-0.6	-2	4	-8	i	-3
Cc1ccc(-n2c(=O)cc(N3CCN(C(=O)c4ccco4)CC3)[nH]c2=O)cc1	4	-2	14	-0.4	-12	-8	4	i	3
CCOC(=O)C(=CNc1cccc(N)n1)C(=O)OCC	1	-1	-8	6.5*	14	-4	0	i	-4
O=C(CCS(=O)(=O)Cc1ccccc1F)N1CCc2ccccc2C1	0	18*	-4	-0.3	16	-1	1	i	0
S=C1NCN(C2CCCCC2)CN1Cc1ccccc1	1	7	13	0.6	12	-5	1	i	-10
COc1ccc(C)cc1NC(=O)C1CCCN1S(=O)(=O)c1ccccc1F (centres undefined)	0	2	12	1.7	-6	8	-10	i	-4
CN1CCN(c2ncc(CN3C(=O)c4ccccc4C3=O)s2)CC1	0	-8	2	0.1	1	0	-4	i	-3
Cc1ccsc1C(=O)OCC(=O)Nc1c(C)n(C)n(-c2ccccc2)c1=O	5	-6	5	0.6	0	-11	-4	i	3
Cc1onc(-c2ccccc2)c1C(=O)OCc1nnc(-c2ccc([N+](=O)[O-])cc2)o1	1	1	-6	0.7	7	37	3	i	0
COC(=O)c1c(-c2ccccc2)csc1NC(=O)c1ccco1	4	-7	-3	0.4	11	-4	0	nt	-5
Cc1ccccc1OCCn1c(=O)oc2ccccc21	-1	-4	20	0.4	-14	7	4	i	5
CCCN(CCC)C(=O)CCS(=O)(=O)c1cccc2nsnc12	0	-3	-3	1.2	-4	-6	0	i	-4
CSc1ccc(S(=O)(=O)N(CC(=O)NCc2ccccn2)c2ccc(C)cc2)cc1	3	2	14	0.0	8	2	0	i	-2
CCC/C(O)=C1\C(=O)CC(c2ccccc2)CC1=NC (centres undefined)	1	-3	5	-0.7	-13	-3	2	i	0
Cc1cc(C)c(OCCOCCN(C)C)c(Br)c1	2	-1	0	-0.7	-4	-15	1	i	-3
COc1cccc(/C=N/Nc2nc(C)cc(=O)[nH]2)c1OC	0	8	4	3.3	15	-5	3	i	-1
C/C(=N\NC(=O)COc1ccccc1[N+](=O)[O-])c1cccc(NC(=O)c2ccncc2)c1	-2	-7	-6	0.0	2	0	2	i	-1
COCCNC(=O)C[C@H]1C[C@H]2c3cc(NS(=O)(=O)c4ccc(F)cc4)ccc3O[C@H]2[C@H](CO)O1	0	-2	0	-1.3	-1	-8	2	i	-1
CCCn1nnnc1SCC(=O)Nc1cccc(NC(=O)c2ccco2)c1	0	-6	3	0.4	3	-1	3	i	-6
Cc1ccc2cc(S(=O)(=O)NCCCN3CCOCC3)ccc2c1	0	-4	1	-0.2	-4	-2	3	i	-1
CC(CNC(=O)CN1C(=O)COc2ccc(S(=O)(=O)N3CCCCC3)cc21)c1ccccc1 (centres undefined)	0	5	10	1.1	0	13	3	i	-10
C=CCNC(=S)N1CCN(C2CCCCC2)CC1	0	1	-7	2.6	11	-3	-4	i	-2
Cc1csc(SCC(=O)Nc2cccc(S(=O)(=O)N3CCCC3)c2)n1	0	2	26*	-0.1	5	-3	3	i	-2
Cc1cc(=O)[nH]c(SCC(=O)N2CCCc3ccccc32)n1	1	-3	0	-0.7	2	-8	11	i	-3
c1ccc(N2CCN(c3nc4cc5c(cc4s3)OCO5)CC2)cc1	-1	6	4	0.2	9	1	2	i	3

Next part
SMILES	Rin1-Abl PPI inh	E coli Lon inh	NRP1-CendR mod	MsrA inhibitor	SKN-1 inh	FAS-TE inh	MT1-MMP act inh	Neddyl block	bovine MsrA act
CC(NCC(=O)Nc1ccccc1C(=O)NC1CC1)c1cccs1 (centres undefined)	2	1	14	-0.8	5	-9	2	i	-1
O=C(NC1(C(=O)NC2CCCCC2)CCCCC1)c1ccccn1	2	-12	4	0.1	9	-9	-6	i	-10
CC(C)n1c(SCc2ccc(Cl)cc2)nc2c1c(=O)[nH]c(=O)n2C	-1	2	-10	-0.2	25	3	6	i	-4
Cc1ccc(C=Nc2ccccc2C(N)=O)cc1	0	-1	4	-0.3	6	-7	-4	nt	-3
CSc1ccccc1NC(=O)CSc1nncs1	1	4	6	0.8	-6	-7	2	i	0
O=C(CCC(=O)c1cccs1)NCC(c1ccc(F)cc1)N1CCOCC1 (centres undefined)	1	-1	-26	0.7	12	-6	-3	i	-3
O=C(CNc1cccc(C(F)(F)F)c1)N/N=C/c1ccccc1C(=O)O	-1	-1	-4	0.0	2	-2	4	i	-2
C/C(=N\NC(=O)C(=O)Nc1cc(Cl)ccc1Cl)c1ccncc1	3	-6	6	1.2	3	-9	0	i	0
CC[C@@]1(C(=O)OC)N[C@H](CN(C)S(=O)(=O)c2ccc(OC)cc2)[C@@H]2C(=O)N(C)C(=O)[C@@H]21	-3	2	-4	1.0	-3	-7	3	i	1
CCCCc1ccc(NC(=S)N2CCC(O)CC2)cc1	5	-8	-3	-0.4	-4	1	1	i	-1
COc1cccc(CNC(=O)CCC2CCCN(C(=O)CCC(F)(F)F)C2)c1 (centres undefined)	1	6	1	0.3	5	-2	2	i	-2
O=C1c2ccccc2C(Nc2ccccc2)N1c1cccnc1 (centres undefined)	2	0	4	0.3	9	-5	3	i	0
Cc1sc2ncnc(N3CCC(C(=O)NNC(=O)c4ccc(Cl)cc4)CC3)c2c1C	3	-3	-42	-0.2	3	4	-4	i	1
CC(C)Oc1ccccc1C1NC(=O)CCC1[N+](=O)[O-] (centres undefined)	1	6	0	-0.5	6	-8	-1	i	-6
CCOC(=O)C1(Cc2ccccc2C(F)(F)F)CCN(Cc2ccon2)CC1	3	1	7	-0.3	-6	3	0	i	0
CN1CCCN(C(=O)c2cc3c(s2)CCCC3)CC1	0	6	0	-0.6	-17	-6	-8	i	-11
O=C(N/N=C/c1ccc(O)cc1O)c1ccncc1	-1	-5	3	4.9*	5	-5	-7	i	-1
O=C(Nc1ccccc1N1CCN(C(=O)c2ccccc2)CC1)c1ccc2c(c1)OCO2	-1	0	-5	0.5	10	10	2	i	-1
Cc1noc(NS(=O)(=O)c2ccc(N/C=C\C(=O)c3ccccc3)cc2)c1C	1	4	11	2.6	4	-4	4	i	-4

As a short view, 5 of the compounds above:
SMILES	Rin1-Abl PPI inh	E coli Lon inh	NRP1-CendR mod	MsrA inhibitor	SKN-1 inh	FAS-TE inh	MT1-MMP act inh	Neddyl block	bovine MsrA act
CCOC(=O)C1(Cc2ccccc2C(F)(F)F)CCN(Cc2ccon2)CC1	3	1	7	-0.3	-6	3	0	i	0
CN1CCCN(C(=O)c2cc3c(s2)CCCC3)CC1	0	6	0	-0.6	-17	-6	-8	i	-11
O=C(N/N=C/c1ccc(O)cc1O)c1ccncc1	-1	-5	3	4.9*	5	-5	-7	i	-1
O=C(Nc1ccccc1N1CCN(C(=O)c2ccccc2)CC1)c1ccc2c(c1)OCO2	-1	0	-5	0.5	10	10	2	i	-1
Cc1noc(NS(=O)(=O)c2ccc(N/C=C\C(=O)c3ccccc3)cc2)c1C	1	4	11	2.6	4	-4	4	i	-4

Compound activity (PubChem BioAssay)

Random draw from the library; 4.2% or so of the library scored in one or more.
